# Fluorescein autfl: qHTS Assay for Spectroscopic Profiling in Fluorescein Spectral Region; Compound autofluorescence, 480/540 nm, fluorescein-equivalent; active compounds read high; max fluorescein-equivalent concentration, M; hit rate 0.91% among 59,000; in the data active = max fluorescein-equivalent concentration above about 10 nM; inconclusive = between about 1.1 nM and that limit
#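 Spectral profiling of library compounds in the fluorescein window (480 nm excitation, 540 nm emission) after 15 min at room temperature in pH 8.0 Tris (100 mM). Values are dye-equivalent concentrations.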
# TexasRed autofl: qHTS Assay for Spectroscopic Profiling in Texas Red Spectral Region; AID 587, 2007; hit rate 0.06% among 59,000; max dye-equivalent concentration, M; Compound fluorescence, Texas Red channel, 547/618 nm; active compounds read high; in the data active = max dye-equivalent concentration above about 10 nM; inconclusive = between about 1.1 nM and that limit
#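 Texas Red-region profiling: compounds in 100 mM Tris pH 8.0 were read at 547/618 nm after 15 min at room temperature. Intensities were normalized against a six-point Texas Red standard series to give dye-equivalent concentration.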
# BRCT inh red: qHTS Assay for Inhibitors of BRCT-Phosphoprotein Interaction (Red Fluorophore); Breast cancer type 1 susceptibility protein (Homo sapiens), P38398; BRCT-phosphopeptide binding, red fluorescence polarization; Potency, µM (series often up to 76.9 µM), for inactives: at the highest dose activity change, negative = inhibition, usual class: inhibitors; hit rate 0.03% among 75,000; AID 892, 2007; also: % is scaled to controls: 0 for no effect and ±100 for the full control effect
#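 Rhodamine-labelled pBACH1 10-mer (100 nM) bound to BRCT domain (100 nM) at pH 7.3; compounds incubated 12 min room temperature, polarization read. Free peptide defines full inhibition; unlabelled decapeptide titrated as control.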
# Caspase-7 inhib: qHTS Assay for Allosteric/Competitive Inhibitors of Caspase-7; Potency, µM (doses to about 57.5 µM), for the others: top-dose activity change, negative = inhibition, usual class: inhibitors; recombinant caspase-7, Ac-DEVD-AFC fluorescence rate; P55210; hit rate 0.02% among 75,000; active = well fitted inhibition curve with a large enough effect in the main read-out, with a control signal flat, not every such curve was filed as active; inconclusive = small, poorly fitted or top-dose-only effect, or a change in a side signal; also: potency is read from the fitted curve at half-maximal effect; % of control where 0% means no effect
# 4MU fluor: qHTS Assay for Spectroscopic Profiling in 4-MU Spectral Region. compound autofluorescence, 340/450 nm, 4-MU equivalents; active compounds read high. hit rate 11% among 59,000. max dye-equivalent concentration, M; in the data active = max dye-equivalent concentration above about 10 nM; inconclusive = mostly about 1.1 nM to 9.6 nM
#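 Intrinsic fluorescence at 340/450 nm (ex/em) was read after 15 min at room temperature in pH 8.0, 100 mM Tris. Each compound concentration expressed as 4-MU-equivalent concentration from a six-point 4-MU standard series on each plate.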
# Casp1 inh: qHTS Assay for Allosteric/Competitive Inhibitors of Caspase-1; Caspase-1 enzyme, Ac-WEHD-AFC fluorogenic rate; Potency, µM (highest dose often 57.5 µM), for the others: at the top dose activity change, negative = inhibition, hits mostly inhibitors; hit rate 0.03% among 75,000;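 also: potency is read from the fitted curve at half-maximal effect; plate controls were vehicle for no effect and no substrate for full effect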
# BRCT inh green: qHTS Assay for Inhibitors of BRCT-Phosphoprotein Interaction (Green Fluorophore); Breast cancer type 1 susceptibility protein (Homo sapiens), P38398; BRCA1 BRCT-phosphopeptide binding, green fluorescence polarization; Potency, µM (highest dose often 76.9 µM), inactives show top-dose activity change, negative = inhibition, hits mostly inhibitors; hit rate 0.05% among 75,000;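 also: potency is read from the fitted curve at half-maximal effect; plate controls were peptide without protein for full effect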
#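 Fluorescence polarization: His-tagged BRCT (~35 kDa BRCA1 C-terminus, 250 nM) bound to 100 nM fluorescein-labeled phosphorylated 10-aa BACH1 peptide, pH 7.3 phosphate buffer with DTT and Tween 20. Compounds incubated 12 min at room temperature; inhibition read as lowered polarization.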
# HEK293 cAMP ctrl: qHTS Assay for Agonists of the Thyroid Stimulating Hormone Receptor: Activators of Intracellular cAMP Concentrations in Parental HEK 293; parental HEK293 CNG cAMP sensor, membrane potential fluorescence; hit rate 2.5% among 73,000; Potency, µM (titrated, usually from 57.1 µM), without a hit: at the highest dose activation, usual class: activators; AID 938, 2007; also: potency is read from the fitted curve at half-maximal effect; % of control where 0% means no effect; nearly all actives have a fitted effect of over 55% in size
#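 Counterscreen for endogenous-receptor signalling: CNG-channel HEK 293 cells report cAMP rise by membrane depolarization. After 60 min dye equilibration with 100 uM RO 20-1724, compounds incubated 30 min before bottom-read fluorescence at 590 nm.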
# A350 fluor: qHTS Assay for Spectroscopic Profiling in A350 Spectral Region | Compound autofluorescence, 340/450 nm, Alexa 350 dye-equivalents; active compounds read high | max dye-equivalent concentration, M | hit rate 11% among 59,000 | AID 590, 2007; in the data active = max dye-equivalent concentration above about 10 nM; inconclusive = mostly about 1.1 nM to 9.6 nM
# Rhodamine autofl: qHTS Assay for Spectroscopic Profiling in Rhodamine Spectral Region; Rhodamine-region fluorescence, 547/598 nm, Tris buffer; active compounds read high; max dye-equivalent concentration, M; hit rate 0.05% among 59,000; AID 594, 2007; in the data active = max dye-equivalent concentration above about 11 nM; inconclusive = between about 1.1 nM and that limit
#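 Intrinsic compound fluorescence, ex 547 / em 598 nm, CCD imager. Tris 100 mM pH 8.0; 15 min RT. Output = rhodamine dye-equivalent concentration at each compound concentration.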
# USP2a inhib: qHTS Assay for Inhibitors of Ubiquitin-specific Protease USP2a. Ubiquitin carboxyl-terminal hydrolase 2 (Homo sapiens), O75604. USP2a enzymatic assay, qHTS inhibition. Potency, µM (series often up to 38.3 µM), for inactives: top-dose activity change, negative = inhibition, actives largely listed as inhibitors. hit rate 0.1% among 60,000. AID 927, 2007;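 also: potency is read from the fitted curve at half-maximal effect; nearly all actives have a fitted effect of over 60% in size; plate controls were DMSO for no effect and NEM full inhibition control for full effect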
#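 USP2 core (20nM final) preincubated 30 min RT with compound, then Ub-PLA2 20nM and NBD C6-HPC 20uM final added; buffer 20mM Tris-HCl pH 8.0, 2mM CaCl2. Fluorescence Ex 460/Em 535 read at 0 and 2.5 h; normalized to NEM.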
# * hit, by the source's call; i = inactive; ? = inconclusive; . = not tested or not shown; [ ] = another dose, or the depositor's remark. Unless noted, calls follow the shape of the dose curve; as a rule, active = well fitted curve in the direction sought with a large enough effect; inconclusive = small, poorly fitted or top-dose-only effect, or another doubt; inactive = no such curve, though single readings can be large; an effect the other way counts as inactive or inconclusive.
# Start of the listing, in advance, four compounds:
Compound	Fluorescein autfl	TexasRed autofl	BRCT inh red	Caspase-7 inhib	4MU fluor	Casp1 inh	BRCT inh green	HEK293 cAMP ctrl	A350 fluor	Rhodamine autofl	USP2a inhib
CC(C)COc1nc2ccccc2nc1C(C#N)C(=O)NC1CCCCC1 (stereo unspecified)	7.3e-08M*	i	.	.	i	.	.	.	i	i	.
CC#C[C@@]1(O)CC[C@H]2[C@@H]3CCC4=CC(=O)CCC4=C3[C@H](c3ccc(N(C)C)cc3)C[C@]21C	?	i	-0.3%[34.4 µM]	-2%[25.7 µM]	i	-4%[25.7 µM]	-5.1%[34.4 µM]	-9%[25.6 µM]	i	i	39%[activator][17.1 µM]
CCOC(=O)C1CCN(C(=O)CN(c2cccc(OC)c2)S(=O)(=O)c2ccccc2)CC1	.	.	-2.4%	1%	.	2%	-1.5%	18%	.	.	13%
Cc1cc(-c2nsc(=O)o2)c(S(C)(=O)=O)s1	i	i	-0.5%	-1%	i	0%	-1.7%	?	i	i	7%

# The listing, from the first entry:
Compound	Fluorescein autfl	TexasRed autofl	BRCT inh red	Caspase-7 inhib	4MU fluor	Casp1 inh	BRCT inh green	HEK293 cAMP ctrl	A350 fluor	Rhodamine autofl	USP2a inhib
CC(C)COc1nc2ccccc2nc1C(C#N)C(=O)NC1CCCCC1 (stereo unspecified)	7.3e-08M*	i	.	.	i	.	.	.	i	i	.
CC#C[C@@]1(O)CC[C@H]2[C@@H]3CCC4=CC(=O)CCC4=C3[C@H](c3ccc(N(C)C)cc3)C[C@]21C	?	i	-0.3%[34.4 µM]	-2%[25.7 µM]	i	-4%[25.7 µM]	-5.1%[34.4 µM]	-9%[25.6 µM]	i	i	39%[activator][17.1 µM]
CCOC(=O)C1CCN(C(=O)CN(c2cccc(OC)c2)S(=O)(=O)c2ccccc2)CC1	.	.	-2.4%	1%	.	2%	-1.5%	18%	.	.	13%
Cc1cc(-c2nsc(=O)o2)c(S(C)(=O)=O)s1	i	i	-0.5%	-1%	i	0%	-1.7%	?	i	i	7%
CCOC(=O)C1CCCN(C(=O)c2sc3nc(-c4ccc(F)cc4)cn3c2C)C1 (stereo unspecified)	i	i	-2.2%	-3%	i	-3%	0.0%	27%	i	i	11%
COc1cc(O)c(C(=O)/C=C/c2ccccc2)c(O)c1	.	.	2.8%[15.4 µM]	-3%[11.5 µM]	.	-3%[11.5 µM]	0.7%[15.4 µM]	2%[11.4 µM]	.	.	.
CCc1cccc(Nc2cc(C)nc3nc(C)nn23)c1	.	.	-1.1%	-1%	.	1%	1.2%	16%	.	.	.
CCC(C)NC(=O)C1CCC(=O)N(c2ccc3c(c2)OCO3)C1c1ccc(OC)cc1 (stereo unspecified)	.	.	1.5%	5%	.	4%	-1.7%	2%	.	.	.
CC1=C(C(=O)OCc2ccccc2)C(c2ccoc2)C(C#N)=C(N)O1 (stereo unspecified)	?	i	0.3%	-6%	i	-6%	1.3%	17%	?	i	14%
O=C1c2ccccc2CC1Sc1nnc(-c2ccccn2)o1 (stereo unspecified)	i	i	0.2%	-2%	i	-1%	-1.6%	-13%	i	i	8%
COCCNC(=O)C1CCN(S(=O)(=O)N2CCC3(CC2)OCCO3)CC1	i	i	1.0%	1%	i	2%	-1.9%	15%	i	i	6%
CNC(=O)C1CCC(=O)N1Cc1ccc(C)cc1 (stereo unspecified)	i	i	-0.6%	-1%	i	-1%	-1.0%	10%	i	i	-1%
Cn1c(SCC(=O)NCc2ccco2)nnc1-c1ccc(S(=O)(=O)N2CCOCC2)cc1	i	i	-1.8%	-4%	i	-2%	-1.7%	?	i	i	.
Cc1ccc(-c2nnc(SCC(=O)N3CCN(c4ccccc4)CC3)o2)cc1	i	i	-1.4%	-1%	i	0%	-0.8%	7%	i	i	26%
COc1ccc(CCNC(=O)CCCn2c(SCC#N)nc3ccccc3c2=O)cc1OC	?	i	-0.5%	0%	i	3%	-2.9%	?	i	i	7%
CCOc1ncccc1C(=O)Nc1ccc2c(C)cc(=O)oc2c1	?	i	0.7%	-3%	3.9e-08M*	-2%	-2.0%	?	4.6e-08M*	i	8%
COc1ccc(Nc2nc(Nc3ccc(OC)cc3)nc(-n3[nH]c(=O)c(C)c3C)n2)cc1	i	i	.	.	i	.	.	.	i	i	.
O=C(CSc1ncnc2ccccc12)Nc1ccc2c(c1)OCO2	.	.	1.1%	1%	.	-2%	-1.5%	2%	.	.	.
Clc1cccc(Cl)c1-c1nnc2ccc(N3CCOCC3)nn12	i	?	-0.7%	-4%	i	-1%	-1.2%	28%	i	i	-2%
O=c1c(-c2ccccc2)nc2cncnc2n1-c1ccccc1	i	i	1.1%	-17%	i	-11%	-1.0%	26%	i	i	59%[activator]
CCCc1cc(=O)[nH]c(SCC(=O)N(C)C2CCS(=O)(=O)C2)n1 (stereo unspecified)	?	i	0.2%	-10%	5.4e-07M*	-15%	-3.4%	-8%	6.5e-07M*	i	-5%
O=C(NCC1CCCO1)C1CCC(N2C(=O)c3ccccc3C2=O)CC1 (stereo unspecified)	.	.	-0.5%	1%	.	-1%	-1.1%	4%[11.4 µM]	.	.	3%[7.66 µM]
CCOC1(NC(=O)c2ccccc2)C(C)=CC(=O)C=C1C	i	i	-0.1%	0%	i	1%	-2.2%	7%	i	i	-1%
CCOC(=O)CN1C(=O)COc2ccc(Cl)cc21	i	i	0.9%	-1%	i	-1%	-0.5%	9%	i	i	69%[activator]
COc1cccc(-n2c(COc3ccc(C)cc3)nnc2SCC(=O)O)c1	?	i	-0.3%	1%	i	0%	7.1%	-2%	i	i	?
CC(C)Oc1cc2oc(=O)c3c(c2cc1Cl)CCC3	i	i	0.6%	-2%	1.7e-07M*	-2%	0.5%	?	1.7e-07M*	i	2%
CCOCCCNc1nc2c(c(=O)[nH]c(=O)n2C)n1CCCc1ccccc1	i	i	-0.1%	0%	i	1%	-0.3%	-6%	i	i	0%
COc1cccc(-c2cncnc2NCCN2CCOCC2)c1	i	i	0.6%	-6%	i	-2%	-2.0%	5%	i	i	-9%
Cc1oc(-c2cccc(Cl)c2)nc1CN1CCC(C(=O)N2CCN(c3ccccc3F)CC2)CC1	.	.	2.9%	-1%	.	-4%	0.2%	?	.	.	.
CCC(C)NC(=O)Cn1cnc2sc(C)cc2c1=O (stereo unspecified)	i	?	0.1%	-1%	i	0%	-0.9%	5%	i	i	-1%
CCOc1cc(C2C(C(=O)OC)=C(C)N=C3SC(C)C(=O)N32)ccc1OC(C)=O (stereo unspecified)	i	i	1.6%	-1%	i	-3%	1.8%	6%	i	i	8%
COc1nc(OC)nc(N2CCC(C(=O)Nc3cccc4c3CCCC4)CC2)n1	i	i	-1.2%	0%	i	-3%	-1.9%	25%	i	i	48%[activator]
COc1nc(N)nc(CC(=O)C2CC2)n1	i	i	-0.9%	0%	i	3%	-1.7%	-3%	i	i	-6%
CC(=O)N1CCc2cc(Br)cc(S(=O)(=O)N3CCCCCC3)c21	i	i	-0.9%	2%	i	-1%	0.6%	4%	i	i	18%
O=C(Nc1ccc(F)cc1)N(Cc1nnc2n1CCCCC2)c1ccccc1	i	?	0.0%	1%	i	1%	-1.6%	-14%	i	i	1%
COCCNC(=O)CN1CCN(C(c2ccccc2)c2ccccc2)CC1	i	?	0.0%	-18%	i	-1%	-0.3%	5%	i	i	7%
C=CCSc1nc2c(c(=N)n1CC=C)C1CCCC1S2 (stereo unspecified)	?	i	0.4%	-3%	i	-5%	1.5%	30%	i	i	-14%
Nc1ncnc2c1ncn2[C@@H]1O[C@H](CO)C[C@@H]1O	.	.	-0.5%	2%	.	-2%	1.0%	15%	.	.	.
Nc1nc2c(s1)CCc1c-2cnn1-c1ccccc1	i	i	-8.3%	-11%	1.3e-08M*	?	-2.7%	-8%	1.3e-08M*	i	-24%
O=S(=O)(c1ccccc1)N1CCC2(CCN(Cc3ccccc3)CC2)CC1	i	i	-0.3%	0%	i	-3%	-2.5%	-2%	i	i	6%
CCOc1cc(C(=O)Nc2ccc(S(=O)(=O)N3CCOCC3)cc2)cc(OCC)c1OCC	i	i	1.4%	-1%	i	1%	-0.9%	-1%	i	i	.
Nc1nc2n(n1)C(c1cccc(Br)c1)CC(c1ccccc1)N2 (stereo unspecified)	.	.	-0.9%	-28%	.	-14%	-2.6%	1%	.	.	.

# An excerpt; rates above refer to the full screens.
